High-throughput results: PubChem BioAssay, The Scripps Research Institute Molecular Screening Center
Tn7 DDE FP: disrupts Tn7 cyclic peptide binding to fibrin D-Dimer-E complex; 0.13% of 370,000 active; AID 720508; FP displacement of FITC-Tn7 peptide from fibrin DD(E); 0% = median of compound wells per plate; P02675; inhibition, % at 8.3 µM;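 active = inhibition above the mean of compounds falling within the control limits plus 3 SD of them, cut at about 14% in these data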;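 also: 0% = plate median of compound wells and 100% = 10 µM Aha-Tn7 peptide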
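Test system: human clot-derived fibrin DD(E) complex / Quantity: 2 µM final DD(E) protein / Incubation: 10 min plus 3 h, room temperature / Measured by: fluorescence polarization / Benchmarks: high control of 10 µM Aha-Tn7 peptide / Replicates: singlicate testing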
PG9 binder: small molecules binding HIV-1 gp120 antibody PG9. TR-FRET gp120-PG9 antibody binding. inhibition, % at 6.7 µM. 0.43% of 360,000 active. AID 624416; in the data active = inhibition above about 8.5%
UHRF1 binding: blocks human UHRF1 binding to methylated DNA. Q96T88. UHRF1 binding to methylated oligo, TR-FRET. inhibition, % at 4.4 µM. 0.75% of 370,000 active. AID 687016; in the data active = inhibition above about 21%;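 also: UHRF1 SRA domain binding a hemimethylated CpG hairpin DNA probe; 0% = median of test compound wells and 100% = reference inhibitor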
Target sequence (Q96T88 whole entry, looked up, the tested form may be a part): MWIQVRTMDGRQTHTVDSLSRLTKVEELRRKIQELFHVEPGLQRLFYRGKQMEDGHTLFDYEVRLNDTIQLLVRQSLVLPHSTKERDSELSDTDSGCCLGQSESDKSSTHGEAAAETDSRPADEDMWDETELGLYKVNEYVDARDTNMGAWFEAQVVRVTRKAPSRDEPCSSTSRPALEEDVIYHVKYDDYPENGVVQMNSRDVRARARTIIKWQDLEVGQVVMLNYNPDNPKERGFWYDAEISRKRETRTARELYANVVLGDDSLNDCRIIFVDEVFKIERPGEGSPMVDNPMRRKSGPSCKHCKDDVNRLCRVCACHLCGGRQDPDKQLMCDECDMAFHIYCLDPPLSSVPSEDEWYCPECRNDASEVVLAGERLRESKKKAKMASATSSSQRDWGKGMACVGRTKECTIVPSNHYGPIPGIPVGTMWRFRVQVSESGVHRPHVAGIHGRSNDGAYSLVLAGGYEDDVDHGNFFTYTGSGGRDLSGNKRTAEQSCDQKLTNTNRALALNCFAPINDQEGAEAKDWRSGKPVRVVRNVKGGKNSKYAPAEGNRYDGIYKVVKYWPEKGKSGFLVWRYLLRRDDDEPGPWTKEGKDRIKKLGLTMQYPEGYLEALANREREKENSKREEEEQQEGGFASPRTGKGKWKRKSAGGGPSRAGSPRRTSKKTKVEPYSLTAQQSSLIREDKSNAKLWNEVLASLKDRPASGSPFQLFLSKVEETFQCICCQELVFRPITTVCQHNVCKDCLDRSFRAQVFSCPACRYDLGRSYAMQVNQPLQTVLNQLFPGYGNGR
LEDGF integ inh: blocks HIV-1 LEDGF/p75-dependent DNA integration; inhibition, % at 3.7 µM; TR-FRET IN-LEDGF/p75 DNA integration, Eu/Cy5; AID 743269; 0.64% of 370,000 active;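 active = inhibition above the screen-wide mean plus 3 SD, cut at about 13% in these data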;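 also: signal is the Cy5 over europium emission ratio at 671 and 618 nm; 0% = plate median of compound wells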
ABHD4 inh: inhibits mouse alpha/beta hydrolase domain 4. purified mABHD4, FP-Rh probe fluorescence polarization. 0.54% of 370,000 active. inhibition, % at 8.92 µM. Q8VD66. AID 720543;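 active = inhibition exceeding the mean over every tested compound plus 3 SD, cut at about 30% in these data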;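 also: 0% = plate median of compound wells and 100% = S159A mutant with DMSO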
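Test system: mABHD4 protein | Buffer or medium: HEPES pH 7.0 buffer, 150 mM NaCl, 0.01% Pluronic F-127 | Probe or stimulus: FP-Rh fluorescent activity-based probe, added after compound pre-incubation | Timing: Pre-incubation 45 min, probe exposure 60 min, at 25 °C | Technique: Fluorescence polarization, excitation 525 nm, emission 598 nm, BODIPY TMR filters | Repeats: Single well per compound (singlicate)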
SIAE primary: human SIAE inhibition, primary screen; 0.69% of 370,000 active; SIAE FP-Rh probe binding, fluorescence polarization; inhibition, % at 9.66 µM; Q9HAT2;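 active = inhibition above a cutoff: mean of compounds within the control limits plus 3 SD of those, cut at about 17% in these data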;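 also: 0% = plate median of compound wells and 100% = probe without SIAE protein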
PRMT1 FP inh: PRMT1 (human) inhibition, primary screen | Q99873 | recombinant PRMT1, activity-based probe fluorescence polarization | inhibition, % at 2.79 µM | 1.3% of 370,000 active;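 active = inhibition above about 21% made by adding two undisclosed values, limit read from the data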
TCR-CD3 inh: human TCR-CD3 binding inhibition. TAMRA-labeled TCR probe fluorescence, biochemical. inhibition, % at 9.4 µM. 0.37% of 360,000 active. AID 651800; in the data active = inhibition above about 19%;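 also: recombinant mutant TCR 2C K166C tagged with TAMRA read by polarization; 0% = receptor in buffer alone and 100% = receptor with positive control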
TDP2 inh: blocks human TDP2 phosphodiesterase activity; O95551; recombinant TDP2, T5PNP hydrolysis, p-nitrophenol absorbance 415 nm; inhibition, % at 12.8 µM; 0.34% of 370,000 active;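 active = inhibition above the mean of all tested compounds plus 3 SD, set per campaign, cut at about 25% in these data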;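 also: 0% = DMSO with enzyme and 100% = buffer with substrate but no TDP2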
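Assay system: Recombinant human TDP2 | Quantity: 120 nM TDP2 per well | Incubation: 2 h at 37 °C | Signal: Epi absorbance | Evaluation: Percent inhibition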
HTRA1 inhibitor: blocks human HTRA1 serine peptidase; Q92743; recombinant HTRA1, FP-rhodamine activity-based probe, fluorescence polarization; inhibition, % at 5.96 µM; 0.5% of 340,000 active; in the data active = inhibition above about 36%;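 also: 0% = enzyme with DMSO and 100% = wells lacking enzyme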
* marks the source's active call; other numbers are inactive results; nt = not tested or not shown.

SMILES	Tn7 DDE FP	PG9 binder	UHRF1 binding	LEDGF integ inh	ABHD4 inh	SIAE primary	PRMT1 FP inh	TCR-CD3 inh	TDP2 inh	HTRA1 inhibitor
C[C@@H](NC(=O)[C@@H]1Cc2ccccc2CN1)C(=O)NC1CCCCC1	3	-2.5	-2	-3	1	-4	1	7	-4	9
CCCNc1nc(N2CCOCC2)nc(N2CCOCC2)n1	7	0.5	-3	-4	7	6	4	-7	15	-2
CCOC(=O)C(Cc1c[nH]c2cc([N+](=O)[O-])ccc12)(NC(C)=O)C(=O)OCC	-4	-1.5	-2	7	-11	-10	0	8	-20	5
O=C(CCc1ccc(S(=O)(=O)N2CCOCC2)cc1)N/N=C/c1ccc(O)c(O)c1O	1	-1.4	1	17*	22	28*	33*	28*	-5	10
CCOCCCNC(=O)CSc1nnc(-c2ccc(S(=O)(=O)N3CCCC3)cc2)n1C	3	-1.4	1	0	0	7	3	-1	1	-9
Cc1c(C(=O)N2CCCCC2)c(S(=O)(=O)N2CCN(c3ccc(Cl)cc3)CC2)c(C)n1C	6	1.7	0	0	4	1	1	0	10	2
Cc1ccsc1-c1n[nH]c(=S)n1CC(C)C	-5	-3.0	1	2	-2	11	-3	-2	5	6
O=C(CSCc1ccco1)c1cccs1	0	0.3	1	7	7	0	25*	3	6	-2
CCCCc1ccc(NC(=S)N2CCN(C(=O)OCC)CC2)cc1	1	-3.1	0	-4	-1	5	3	-4	-6	-2
CCCCn1nnnc1NCc1cc(Cl)c(OC)c(OC)c1	-1	-3.5	-4	-3	2	4	-1	8	-2	-1
O=c1[nH]c2ccc(S(=O)(=O)N3CCN(C4CCCCC4)CC3)cc2[nH]c1=O	4	-2.8	-2	-2	-8	0	-1	7	-1	3
Cc1ccc(C(C)(O)CS(=O)(=O)Cc2ccccc2)cc1 (configuration not stated)	-1	0.0	1	0	5	-3	-2	-5	1	2
Cc1ccc(C(=O)NCC(=O)NCCSc2ccc(Br)cc2)cc1	1	0.9	-1	3	3	3	-3	-1	-11	-8
COc1cccc2[nH]c3c(N4CCCC(C)C4)ncnc3c12 (configuration not stated)	2	-2.2	0	0	1	-1	-3	-2	3	-1
CC1CCCN(c2ccc(C(=O)NCCc3ccccc3)cn2)C1 (configuration not stated)	-2	0.0	0	1	2	4	0	5	-8	-8
CC(=O)c1cccc(N2C(=O)C3C(C(=O)Nc4cc(C)on4)C4(C)C=CC3(O4)C2C(=O)NC(C)(C)C)c1 (configuration not stated)	4	-0.9	1	1	2	-3	-3	2	-5	9
Cc1ccc(OCC(=O)OCc2nc3scc(-c4ccccc4)c3c(=O)[nH]2)cc1C	-6	-0.6	0	0	-1	18*	0	8	14	-6
COc1ccc(S(=O)(=O)N2CCN(C(=O)c3ccc4ccccc4n3)CC2)cc1	3	1.1	2	-8	3	2	3	-2	2	0
CCOC(=O)CC(=O)CSc1[nH]c(=O)cc(C)c1C#N	0	-0.9	-1	3	1	4	1	-1	2	4
Cc1ccc(NC(=O)CSc2nc(=O)cc(N)n2CCc2ccccc2)cc1	-3	0.0	-3	3	-8	5	-2	-6	3	-30
Cc1ccc2[nH]c(=O)c(CN(CCCO)S(=O)(=O)c3cccc4nsnc34)cc2c1	-6	0.0	1	-1	0	-9	-1	-7	1	-5
CCOC(=O)c1ccccc1NC(=O)c1ccccc1SC	6	0.1	-3	1	-10	0	0	8	-5	-24
COc1ccc(N2CC(C(=O)N[C@@H](C)C(=O)NC3CCCCC3)CC2=O)cc1 (some centres not stated)	5	0.3	3	-5	7	4	6	-6	12	3
CCc1ccccc1NC(=O)C(C#N)Cc1cccnc1 (configuration not stated)	-3	0.7	-2	3	2	2	-5	8	4	-5
CCOC(=O)c1cnc2nc[nH]n2c1=O	3	0.0	-2	2	2	-4	-4	5	-2	6

Compound profiles, as listed above:
`Cc1ccc(C(=O)NCC(=O)NCCSc2ccc(Br)cc2)cc1` as listed: Tn7 DDE FP: 1; PG9 binder: 0.9; UHRF1 binding: -1; LEDGF integ inh: 3; ABHD4 inh: 3; SIAE primary: 3; PRMT1 FP inh: -3; TCR-CD3 inh: -1; TDP2 inh: -11; HTRA1 inhibitor: -8
`CCOCCCNC(=O)CSc1nnc(-c2ccc(S(=O)(=O)N3CCCC3)cc2)n1C` as listed: Tn7 DDE FP: 3; PG9 binder: -1.4; UHRF1 binding: 1; LEDGF integ inh: 0; ABHD4 inh: 0; SIAE primary: 7; PRMT1 FP inh: 3; TCR-CD3 inh: -1; TDP2 inh: 1; HTRA1 inhibitor: -9

More entries follow.
SMILES	Tn7 DDE FP	PG9 binder	UHRF1 binding	LEDGF integ inh	ABHD4 inh	SIAE primary	PRMT1 FP inh	TCR-CD3 inh	TDP2 inh	HTRA1 inhibitor
CC(C)(C)CN1C(N)=NC[C@@H]1Cc1ccccc1	-1	0.2	2	2	6	0	3	0	6	3
O=C(CSc1nnnn1-c1ccccc1)NCc1cccs1	-3	-0.1	-2	-2	-3	-1	3	0	5	3
C=CCN(c1ccc(C(=O)Nc2cccc([N+](=O)[O-])c2)cc1)S(C)(=O)=O	-8	-1.4	-1	-1	-1	-6	1	-2	5	-6
Cc1nn(-c2nc(-c3ccco3)cc(C(F)(F)F)n2)c(C)c1Cl	-3	-0.9	3	0	-1	3	-1	-3	-3	1
O=C(O)c1ccc(Cl)c(S(=O)(=O)NC(Cc2c[nH]c3ccccc23)C(=O)O)c1 (configuration not stated)	-5	-1.6	1	-1	-1	7	-4	0	-6	1
Cn1nnnc1Sc1ncnc2scc(-c3cccc4ccccc34)c12	-1	1.4	-2	2	3	14	-3	-9	3	-5
CCOc1ccc(N(C(=O)c2cnsn2)C(C(=O)NC2CCCCC2)c2ccncc2)cc1 (configuration not stated)	4	-2.5	-1	1	1	16	1	8	6	5
COC(=O)C1C(O)=C(C=NC2CCCCC2)C(=O)CC1(C)C (configuration not stated)	8	1.2	0	-1	1	4	0	5	4	-1
CCn1c(NC(=O)c2cccc(Cn3cc(Cl)cn3)c2)nc2ccccc21	0	0.0	0	2	1	4	2	-4	-6	-10
Cc1n[nH]c(C)c1NC(=O)CSc1nnnn1-c1cccc(F)c1	-13	0.3	2	2	-6	4	2	-7	-15	5
CSc1nnc(C(C)(C)C)c(=O)n1/N=C/c1ccc(C(C)C)cc1	-6	-2.0	-1	2	3	-4	0	0	3	-1
CCCCCOc1ccc(CSc2n[nH]c(C)n2)cc1	-3	-0.7	2	5	-13	-6	0	2	3	-21
COc1ccc(Cc2nnc(SCC(=O)c3ccccc3)o2)cc1	-2	0.8	2	3	-4	3	-1	5	0	-10
CCOC(=O)c1c(NC(=O)CSc2nnnn2-c2ccc(OC)cc2)sc(C)c1C	-5	1.9	3	-3	3	-4	12	-3	-4	-2
Cc1cc(C)c2nc(-c3ccccn3)cc(C(=O)NCc3ccco3)c2c1	-5	-0.7	-3	3	-3	0	-1	10	0	-8
C#CC[N+](C)(C)CCCCCCCCC	1	0.0	-3	1	-1	5	0	2	9	2
CC1=C(C(=O)Nc2ccccc2)C(c2ccncc2)C(C#N)=C(SCC(=O)Nc2ccccc2)N1 (configuration not stated)	3	0.2	0	0	-9	-6	0	2	5	-15
Cc1oc(-c2ccccc2F)nc1CS(=O)(=O)CC(=O)NCCN1CCCC1	0	1.1	-2	1	-2	2	1	-5	17	0
c1ccc2c(c1)[nH]c1c3ccccc3sc21	-5	-3.8	0	2	12	3	-1	4	11	11
COc1cccc(CN(C)C(=O)COc2ccc(C(=O)c3ccc(Cl)cc3)cc2)c1OC	2	-1.4	-3	1	-10	-7	0	5	10	-26
COc1ccc(CC(=O)Nc2cccc(-c3ccc4nnc(C)n4n3)c2)cc1	0	-0.9	1	-5	1	-1	-1	-4	10	-10
CCCCC1CCC(C(=O)Nc2ccccc2)CC1 (configuration not stated)	6	2.8	2	2	-2	-2	2	-9	6	-4
CCN(CC)CC(=O)NCC1(c2ccccc2)CCCC1	5	-1.2	1	1	-2	-11	4	-5	-4	4
O=C(O)C1CC(c2ccccc2F)=NO1 (configuration not stated)	-3	0.6	4	4	-2	-1	-2	-2	3	3
COc1cc(NC(=O)CCCC(=O)OCC(F)(F)C(F)F)nc(OC)n1	2	-1.5	0	2	-3	2	-1	-10	-5	-2

Carrying on:
SMILES	Tn7 DDE FP	PG9 binder	UHRF1 binding	LEDGF integ inh	ABHD4 inh	SIAE primary	PRMT1 FP inh	TCR-CD3 inh	TDP2 inh	HTRA1 inhibitor
CC(C)c1ccc(N(C(=O)c2csnn2)C(C(=O)NC2CCCC2)c2cccnc2)cc1 (configuration not stated)	4	-0.1	1	2	7	2	1	-6	5	3
COc1cccc(OC)c1C(=O)NC(=O)Oc1c(F)cccc1F	4	1.7	3	-5	-3	2	0	-4	6	0
CCN(CC)C(=S)SCC(=O)Nc1cccc(C(F)(F)F)c1	-4	0.7	0	-1	-7	-2	-3	1	-3	-17
O=C(NC1CCN(C(=O)Nc2ccc(F)cc2)CC1)c1cccc(F)c1	-3	-0.4	4	-4	6	3	-2	-3	-7	-8
COc1ccccc1COc1cccn2c(N(C)C(=O)CCC3CCCC3)c(C)nc12	7	-1.9	-1	-2	9	7	2	-2	4	nt
O=C(O)c1ccccc1-c1ccccc1C(=O)NCc1cccnc1	-1	-3.1	-3	-1	1	7	-5	1	-1	1
O=S1(=O)c2ccccc2-c2c(nnn2Cc2ccccc2)CN1C1CC1	-8	nt	0	6	-8	-7	1	nt	0	nt
CC(C)(C)c1cc(C(=O)N/N=C/c2cc3c(cc2Br)OCO3)n[nH]1	-1	-3.4	7	-2	2	3	1	6	-6	-24
COc1ccc(S(=O)(=O)N2CCCCCC2)cc1NC(=O)Cc1cc(OC)c(OC)c(OC)c1	9	-1.2	1	-4	0	7	-2	0	-2	-8
COC(=O)C1CCN(C(=O)COC(=O)c2ccc(N3CCCC3=O)cc2)CC1	2	0.7	16	7	-9	6	2	-7	-1	-4
CC1(CCc2ccccc2)NC(=O)N(Cc2cc([N+](=O)[O-])cc3c2OCOC3)C1=O (configuration not stated)	4	-1.2	0	3	-6	4	-3	9	-4	-11
O=C(CNC(=O)c1ccc(Br)o1)NCc1ccc(F)cc1	3	-1.5	-2	2	3	-2	-1	6	7	0
O=C(NCC1CCCO1)c1cccs1 (configuration not stated)	7	-3.1	-1	-1	1	1	0	8	11	0
O=C1OC(N2C(=O)CC[C@H]2C(=O)Nc2ccc(F)c(F)c2)c2ccccc21 (some centres not stated)	-5	-0.6	0	-4	0	-7	1	6	4	1
Cc1cc(C)n(CC(=O)N/N=C/c2ccc([N+](=O)[O-])s2)n1	8	0.8	0	4	6	5	7	-10	8	nt
C=CCN1N=C(c2ccc(Cl)s2)CSC1=O	-2	-0.7	-2	-1	-8	-3	1	-7	-11	-15
CC(C)CN(C(=O)CN1CCCCCC1)c1c(N)n(CC(C)C)c(=O)[nH]c1=O	4	-0.8	2	-8	8	7	4	-1	-1	-3
